IMP-1 inh: inhibitors of Pseudomonas aeruginosa IMP-1 metallo-beta-lactamase | purified IMP-1, nitrocefin hydrolysis, epi-absorbance fluorescence | inhibition, % at 5.6 µM | 0.45% of 290,000 active | AID 1556;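 active means inhibition above the mean plus 3 SD of all compounds in the same screening run, cut at about 4.5% in these data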;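 further: 0% = IMP-1 with DMSO and 100% = DMSO wells lacking enzyme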
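System – purified recombinant IMP-1 beta-lactamase · Input – IMP-1 dispensed at 0.2 nM · Timing – 15 min preincubation plus 25 min reaction at 25 °C · Signal – Epi-absorbance fluorescence, 480 nm excitation, 530 nm emission · Measure – percent IMP-1 inhibition derived from blank-referenced optical density · Controls – Enzyme-plus-DMSO low control, enzyme-free DMSO high control · Replication – singlicate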
M18AAP inhibitor: PfM18AAP enzyme inhibition. recombinant PfM18AAP, H-Glu-NHMec fluorogenic cleavage. inhibition, % at 7.35 µM. 1.2% of 290,000 active;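 active means inhibition above the campaign mean inhibition over all tested compounds plus 3 SD, cut at about 28% in these data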;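 further: 0% = plate median of test compound wells and 100% = 2 mM ZnCl2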
VIM-2 inhibitor: blocks Pseudomonas aeruginosa VIM-2 metallo-beta-lactamase | purified VIM-2, nitrocefin hydrolysis, epi-absorbance fluorescence | inhibition, % at 5.6 µM | 0.89% of 290,000 active;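 active means inhibition above the mean of all tested compounds plus 3 SD, cutoff set per screening run, cut at about 7.5% in these data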;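 further: red hydrolysis product quenches plate fluorescence so inhibitors raise well fluorescence; 0% = enzyme with DMSO and 100% = DMSO without enzyme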
UBC9 SUMO inh: inhibitors of human SUMOylation (UBC9). P63279. HTRF SUMOylation assay, SAE1/SAE2 + UBC9, in vitro. inhibition, % at 35 µM. 0.36% of 290,000 active; in the data active means inhibition above about 50%, passing the limit was not always enough; further: strong numbers were not always called active
Target sequence (P63279 whole entry, looked up): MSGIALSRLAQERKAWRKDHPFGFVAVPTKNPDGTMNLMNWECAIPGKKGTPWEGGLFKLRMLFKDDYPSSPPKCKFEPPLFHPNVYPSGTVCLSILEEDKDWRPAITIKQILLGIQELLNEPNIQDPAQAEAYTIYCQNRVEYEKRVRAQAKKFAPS
MEKK2 WT-MEK5: raises or lowers MEK5 binding to wildtype human MEKK2 PB1 domain. 1.1% of 290,000 active. binding response (% of control), % at 10 µM. bead flow cytometry, Alexa488-MEK5 binding to MEKK2 WT; actives lie on both sides; in the data active means binding response below about 67% or above about 130%
MEKK2mut PB1 HTS: signal of MEK5 binding to mutant human MEKK2 PB1 domain; bead flow cytometry, Alexa488-MEK5 binding to MEKK2 mutant; percent response, % at 10 µM; 0.35% of 290,000 active; AID 1530; in the data active means percent response above about 24%, passing the limit was not always enough; further: inactives centre near 1; some results filed as inactive read as strong as hits
FID counter: displaces DNA intercalator in HCV helicase counter-screen | DNA fluorescent intercalator displacement, fluorescence | inhibition, % at 7.9 µM | 0.17% of 290,000 active; in the data active means inhibition above about 37%;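 further: 0% = vehicle and 100% = reference compound; higher means more ethidium bromide displaced from hairpin DNA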
NALP1 yeast inh: blocks the NALP1 inflammasome reconstituted in yeast | 0.61% of 280,000 active | S. cerevisiae NALP1/ASC/caspase-1 growth, X-gal OD620, 72 h | inhibition, % at 10 µM; in the data active means inhibition mostly above about 24%, no sharp cut-off; inactive means mostly below about 32%; further: some compounds called inactive have numbers as strong as hits
NS3 helicase inh: inhibitors of Hepatitis C virus NS3 helicase; 0.56% of 290,000 active; AID 1800; inhibition, % at 10.9 µM; NS3 helicase DNA unwinding, Cy5 molecular beacon fluorescence;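 active means inhibition above the mean of all tested compounds plus 3 SD, set per campaign, cut at about 35% in these data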;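 further: 0% = DMSO wells and 100% = thioflavine S control wells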
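Test system: hepatitis C virus NS3 helicase domain fragment enzyme. Also added: annealed dual-labelled DNA beacon duplex, ATP-started. Timing: 60 min unwinding reaction at 25 °C after ATP addition. Technique: Cy5 fluorescence. Measure: % inhibition of unwinding.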
Active calls of the source: *; · = no result given.

SMILES	IMP-1 inh	M18AAP inhibitor	VIM-2 inhibitor	UBC9 SUMO inh	MEKK2 WT-MEK5	MEKK2mut PB1 HTS	FID counter	NALP1 yeast inh	NS3 helicase inh
Cc1c(N)c(C)c([N+](=O)[O-])c(C)c1[N+](=O)[O-]	-3.0	4	-0.8	-2	92	-7	3	-5	-4
Cc1nn(Cc2ccccc2Cl)c(C)c1C(=O)OCC(=O)N1CC(C)OC(C)C1 (stereo not given)	-1.8	1	-3.6	-3	115	21	-21	16	4
CN(CC(=O)Nc1ccccc1-c1ccccc1)C1CCCCC1	-4.0	-7	-2.7	-33	107	-2	-3	9	2
CN(C)C(=O)Oc1ccc(Cl)c2cccnc12	-2.2	-1	0.8	22	88	-12	-3	-12	-6
Cc1c(C=O)c2ccccc2n1Cc1cccc(F)c1	-0.2	1	-2.6	-12	68	-2	-5	23	5
O=C1N(c2cccc(Cl)c2)C(c2cccnc2)N2CCCN12 (stereo not given)	1.2	-12	0.6	2	77	-11	-6	-8	3
CCC(=O)N1CC(=O)Nc2ccc(F)cc2C1c1ccc(F)cc1 (stereo not given)	-2.5	-3	-0.1	-23	105	3	-3	5	16
OC1/C(=C/c2ccc(F)cc2)N2CCC1CC2 (stereo not given)	-3.3	-4	-4.4	4	91	-6	-2	24	3
C[C@H](NC(=O)N1C[C@H]2C[C@@H](C1)c1cccc(=O)n1C2)C(=O)Nc1ccccc1F	-1.8	1	-2.4	-8	102	1	-4	-4	-8
CN1CCN(c2ccc(F)cc2N)CC1	-0.3	-8	0.8	2	97	-2	5	4	11
O=C(C1CC(=O)N(C2CCCCCCC2)C1)N1CCC2(CC1)OCCO2 (stereo not given)	-2.6	-11	-2.5	-6	103	6	-19	-2	1
CS(=O)(=O)N1CCCC(C(=O)N2CCC3(CC2)OCCO3)C1 (stereo not given)	-4.5	-3	-0.9	0	98	0	-1	-3	8
CC(=O)Nc1ccccc1OP1(=O)COc2ccccc2OC1	-1.9	-8	-4.4	11	97	-1	3	-10	4
Cc1nn(CC(=O)N2CCC3(CC2)OCCO3)c(=O)c2cc3ccccc3n12	-0.8	-6	0.4	-5	103	3	-17	14	7
Cc1cc(Cl)ccc1OCCCC(=O)NCc1cccs1	-3.3	-5	-2.4	1	99	-1	-16	30	9
O=C(O)c1ccc(-n2c(O)c(/C=C3\C=Nc4ccccc43)c(=O)[nH]c2=O)cc1	-1.1	48*	-2.3	-3	103	0	-10	3	7
CCc1c(C)nc(N)nc1N1N=C1SCC(N)=O	-2.1	0	-4.7	-18	104	4	3	3	1
COc1ccc(C(=O)C2CCCN(Cc3ccon3)C2)cc1OC (stereo not given)	-0.1	1	-0.4	-10	108	-3	-11	-4	5
Cc1cc(NCCN)nc2ccccc12	-4.4	-6	-1.8	-5	·	·	28	10	-4
NCCc1c[nH]c2ccccc12	-0.1	3	0.0	-3	138*	11	2	3	-3
Cc1ccccc1C(=O)NC(Oc1ccccc1)C(Cl)(Cl)Cl (stereo not given)	-3.5	0	-2.3	-11	106	0	-4	22	1
CN(C)C1(CNC(=O)Cc2ccccc2F)CCCCC1	-4.1	1	-1.8	12	102	0	-2	28	-7
CN1CCN(c2cn[nH]c(=O)c2Cl)CC1	-0.6	2	-5.5	24	96	-7	12	-2	-3
COc1ccc(N2C(=O)/C(=C/C=C/c3ccccc3[N+](=O)[O-])C(=O)NC2=S)cc1	-0.5	-9	-1.7	27	87	-3	-32	16	16
COC(=O)C(O)(c1ccc(N(C)C(=O)OC(C)C)cc1)C(F)(F)F (stereo not given)	-4.5	-1	-0.4	8	102	0	-9	16	7
CN(C)c1ccc(/C=C2/C(=O)NC(=O)N(CCc3ccc(F)cc3)C2=O)cc1	-4.1	1	-2.9	7	94	-3	-14	44	14
Cn1cccc1/C=C1/C(=O)NC(=O)N(C(C)(C)C)C1=O	-2.9	-1	-0.7	6	95	-5	-22	14	22
COc1cc(NC(=O)CN2C3CCC2CC(O)(c2cccnc2)C3)cc(OC)c1 (stereo not given)	-2.0	-1	-0.2	20	113	7	12	10	2
Oc1ccc(Br)cc1CN1CCN(c2ccccc2)CC1	-3.4	-8	-2.6	6	100	0	-4	6	3
COc1cccc(C(=O)C2CCCN(Cc3ccon3)C2)c1 (stereo not given)	-1.7	1	-1.5	29	99	1	-1	10	7

Compound profiles (already shown):
Entry for Cc1nn(CC(=O)N2CCC3(CC2)OCCO3)c(=O)c2cc3ccccc3n12 → IMP-1 inh: -0.8; M18AAP inhibitor: -6; VIM-2 inhibitor: 0.4; UBC9 SUMO inh: -5; MEKK2 WT-MEK5: 103; MEKK2mut PB1 HTS: 3; FID counter: -17; NALP1 yeast inh: 14; NS3 helicase inh: 7
Entry for COc1ccc(C(=O)C2CCCN(Cc3ccon3)C2)cc1OC (stereo not given) → IMP-1 inh: -0.1; M18AAP inhibitor: 1; VIM-2 inhibitor: -0.4; UBC9 SUMO inh: -10; MEKK2 WT-MEK5: 108; MEKK2mut PB1 HTS: -3; FID counter: -11; NALP1 yeast inh: -4; NS3 helicase inh: 5

Just MEKK2 WT-MEK5, for 4 of the compounds above:
mol	MEKK2 WT-MEK5
Cc1nn(CC(=O)N2CCC3(CC2)OCCO3)c(=O)c2cc3ccccc3n12	103
Cc1cc(Cl)ccc1OCCCC(=O)NCc1cccs1	99
O=C(O)c1ccc(-n2c(O)c(/C=C3\C=Nc4ccccc43)c(=O)[nH]c2=O)cc1	103
CCc1c(C)nc(N)nc1N1N=C1SCC(N)=O	104

Next section.
SMILES	IMP-1 inh	M18AAP inhibitor	VIM-2 inhibitor	UBC9 SUMO inh	MEKK2 WT-MEK5	MEKK2mut PB1 HTS	FID counter	NALP1 yeast inh	NS3 helicase inh
COc1cccc(-c2nn(Cc3ccccc3)cc2C(=O)O)c1	-0.6	-1	-1.9	9	97	1	-13	4	-5
O=C(Cc1ccccc1)Oc1cccc(-n2cnnn2)c1	-2.9	24	-1.1	8	105	1	-2	20	-12
CCOC(=O)N(CC)c1ccc(C(O)(C(=O)OCC)C(F)(F)F)cc1 (stereo not given)	-2.6	4	-3.7	8	107	3	-24	6	5
COP(=O)(OC)C(NC(=O)/C=C/c1ccccc1)C(Cl)(Cl)Cl (stereo not given)	-1.5	2	-0.3	-14	97	-3	-4	5	-11
CCCN(CC#CCOc1ccc(OC)cc1)CCC	-2.3	1	-3.8	10	109	6	7	8	-11
Cc1ccsc1C(=O)C1CCCN(Cc2cnc(N)nc2)C1 (stereo not given)	-0.6	26	-0.3	9	101	-5	2	-24	5
Cc1c(C(c2ccc(O)cc2)c2c(O)c3ccccc3oc2=O)c(=O)n(-c2ccccc2)n1C (stereo not given)	-3.0	-2	-2.2	-6	96	-2	-23	25	7
Cc1ccc(-n2c(O)c(C=NCC3CCCO3)c(=O)[nH]c2=O)c(C)c1 (stereo not given)	0.4	10	-1.0	1	98	0	-7	13	6
CC(C)CNP(=S)(c1ccccc1)C(C)(C)C (stereo not given)	-2.1	-11	-2.7	21	101	2	-9	11	0
O=c1[nH]c(=O)n(Cc2ccco2)c(O)c1C=NCCN1CCOCC1	-2.0	-2	-3.9	22	102	0	-9	3	7
CC(=O)N1N=C(c2cccnc2)OC1c1ccccc1Cl (stereo not given)	-1.3	1	-0.7	1	96	-1	-4	·	-11
CCOc1cc2c(cc1OCC)-n1cccc1C(c1cccc(OCC)c1O)NC2 (stereo not given)	-3.9	5	-2.8	2	110	5	9	26	-35
COc1ccc(-[n+]2c(-c3ccccc3)cc(-c3ccc(C)cc3)cc2-c2ccccc2)cc1	-0.8	2	-1.1	12	123	10	26	17	-65
COc1ccc(NC(=O)c2cn(CCC#N)nc2-c2cccc(Br)c2)cc1	-1.7	9	-2.4	6	112	13	-22	-9	-8
O=C(Nc1ccc(Cl)cc1C(=O)c1ccccc1Cl)c1ccco1	-2.2	10	-6.0	-5	103	3	0	10	0
CC1CN=C(Nc2cccc3ccccc23)S1 (stereo not given)	-1.6	7	-2.5	-10	110	7	0	12	-2
Cc1ccsc1C(=O)C1CCCN(Cc2cccc(OCCO)c2)C1 (stereo not given)	-2.0	8	-2.3	4	94	-8	5	17	2
CCOc1ccc(NC(=O)c2c(C)nn(Cc3ccccc3)c2Cl)cc1	-2.5	3	-4.4	20	104	5	-1	34	-4
Clc1ccc(Cn2ccnc2)cn1	-0.3	-13	1.5	10	72	-14	2	7	21
COc1cccc(-n2c(-c3ccoc3)nc3ccccc3c2=O)c1	-1.7	2	-2.3	0	90	-8	-31	6	25
Cc1cccc(OCC(=O)N2CCN(Cc3cccnc3)CC2)c1	-2.6	7	-1.2	9	82	-17	5	-19	0
CC(=O)Nc1ccc(OC(=O)N(C)C)cc1	-1.6	-2	-2.8	-2	107	-2	-2	2	-4
O[C@H]1C2CCC1C(N1CCCCC1)CC2 (stereo not given in full)	-2.0	-2	-2.0	5	104	5	-3	7	11
CCN1CCN(Cc2cc(Br)cc(OC)c2O)CC1	-3.5	2	-3.0	-10	106	4	4	0	-3
O=C(COc1ccc2c3c(c(=O)oc2c1)CCC3)N1C[C@H]2C[C@@H](C1)c1cccc(=O)n1C2	-1.6	2	6.9	6	105	2	-18	-6	6
CCCN1CCC2(CC1)NC(CO)(CO)CO2	-4.1	-5	-6.0	18	104	6	0	-22	7
O=C(N/N=C/c1c(O)n(C2CCCCC2)c(=S)[nH]c1=O)c1ccccc1O	-1.8	11	-5.7	·	94	-1	-15	-1	-17
Nc1ccc(Br)cc1C(=O)c1ccccc1	-3.7	16	-1.3	-12	97	-3	2	3	-16
c1ccc(CN2CCc3nc4ccccc4cc3C2)cc1	-3.8	3	-3.4	9	106	9	-17	15	-7
O=C(C[N+]12CCC(CC1)C(C(O)(c1ccccc1)c1ccccc1)C2)c1ccc(Br)cc1 (stereo not given)	-4.1	-7	-0.9	-4	122	7	14	6	-51
C=C(C)CSc1nnc([C@@H](N)Cc2ccccc2)o1	-0.6	4	0.7	3	94	-5	3	10	3
Cn1c(O)c(C2=NNC(c3ccc(Cl)cc3)C2)c(=O)n(C)c1=O (stereo not given)	-0.6	11	1.0	7	94	-6	-28	-1	34

Screening data as filed in PubChem BioAssay.

The list is partial. The share of hits here may be higher or lower than overall.
